Source: PubChem BioAssay
UBC13 inh = human UBC13 polyubiquitination inhibition | P61088 | UBC13 polyubiquitin chain formation, TR-FRET | 330,000 compounds, 0.47% hits | inhibition, % at 20 µM | AID 485273; in the data active = inhibition above about 45%, passing the limit was not always enough
Target sequence (P61088 whole entry, looked up): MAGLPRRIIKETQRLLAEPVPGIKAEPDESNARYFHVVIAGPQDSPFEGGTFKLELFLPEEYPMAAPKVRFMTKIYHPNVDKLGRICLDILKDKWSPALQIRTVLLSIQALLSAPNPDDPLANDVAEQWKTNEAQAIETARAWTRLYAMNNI
SENP6 inh = inhibitors of human SENP6 protease; Recombinant SENP6 catalytic domain, aminoluciferin luminescence; inhibition, % at 10 µM; 330,000 compounds, 1.8% hits;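 active = inhibition above about 50% at the single tested dose, limit read from the data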;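 note: plate controls were DMSO wells with enzyme for no effect and DMSO wells lacking enzyme for full effect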
PfGluPho inh = PfG6PD (Plasmodium falciparum) enzyme inhibition. 350,000 compounds, 0.78% hits. PfGluPho enzyme, NADPH resazurin-diaphorase fluorescence. inhibition, % at 20 µM;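 active = inhibition reaching at least a set limit at 20 µM in the primary screen, cut at about 59% in these data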;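 note: 0% = DMSO wells with substrate and 100% = DMSO wells lacking glucose-6-phosphate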
SENP8 block-1 = SENP8 (human) protease inhibition; recombinant SENP8, Nedd8 substrate fluorescence; inhibition, % at 20 µM; 360,000 compounds, 0.64% hits; AID 602440; in the data active = inhibition mostly above about 40%, no sharp cut-off; inactive = mostly below about 27%
MIN6 prolif = inducers of beta-cell replication in MIN6 cells; MIN6 cells proliferation, ATPlite luminescence, 48 h; cells starved in 0.2% serum; 100% = growth in 10% serum; proliferation, % at 10 µM; 330,000 compounds, 0.29% hits; AID 2380;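 active = compounds whose signal lies at least 3.5 SD above the mean of all wells on their plate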;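 note: 0% = DMSO-treated cells in low-serum medium and 100% = 10% serum control; some compounds called inactive have numbers as strong as hits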
SENP1 FRET inh = SENP1 (human) catalytic domain inhibition | Q9P0U3 | inhibition, % at 10 µM | 360,000 compounds, 0.21% hits | recombinant SENP1 catalytic domain, CyPet-SUMO1-YPet FRET cleavage;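 active = inhibition at least 30% at 10 µM, raw YFP signal under a set limit, fluorescence ratio 0.5 to 1.5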;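 note: 0% = enzyme with DMSO and 100% = no enzyme wells; some results filed as inactive read as strong as hits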
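Assay system: hSENP1 catalytic domain, recombinant. Amount: SENP1 enzyme, 20 pM final. Schedule: 50 min reaction, RT, dark. Technique: FRET, CFP and YFP emission. Control set: no-enzyme wells low, DMSO-plus-enzyme wells high control.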
HKDC1 inh = HKDC1 (human) hexokinase inhibition. Q2TB90. 340,000 compounds, 0.16% hits. recombinant HKDC1, G6PDH/diaphorase resazurin coupled fluorescence. inhibition, % at 20 µM;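 active = inhibition above about 35% when tested at 20 µM, limit read from the data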;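 note: plate controls were DMSO wells with enzyme for no effect and DMSO wells lacking enzyme for full effect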
Target sequence (Q2TB90 whole entry, looked up): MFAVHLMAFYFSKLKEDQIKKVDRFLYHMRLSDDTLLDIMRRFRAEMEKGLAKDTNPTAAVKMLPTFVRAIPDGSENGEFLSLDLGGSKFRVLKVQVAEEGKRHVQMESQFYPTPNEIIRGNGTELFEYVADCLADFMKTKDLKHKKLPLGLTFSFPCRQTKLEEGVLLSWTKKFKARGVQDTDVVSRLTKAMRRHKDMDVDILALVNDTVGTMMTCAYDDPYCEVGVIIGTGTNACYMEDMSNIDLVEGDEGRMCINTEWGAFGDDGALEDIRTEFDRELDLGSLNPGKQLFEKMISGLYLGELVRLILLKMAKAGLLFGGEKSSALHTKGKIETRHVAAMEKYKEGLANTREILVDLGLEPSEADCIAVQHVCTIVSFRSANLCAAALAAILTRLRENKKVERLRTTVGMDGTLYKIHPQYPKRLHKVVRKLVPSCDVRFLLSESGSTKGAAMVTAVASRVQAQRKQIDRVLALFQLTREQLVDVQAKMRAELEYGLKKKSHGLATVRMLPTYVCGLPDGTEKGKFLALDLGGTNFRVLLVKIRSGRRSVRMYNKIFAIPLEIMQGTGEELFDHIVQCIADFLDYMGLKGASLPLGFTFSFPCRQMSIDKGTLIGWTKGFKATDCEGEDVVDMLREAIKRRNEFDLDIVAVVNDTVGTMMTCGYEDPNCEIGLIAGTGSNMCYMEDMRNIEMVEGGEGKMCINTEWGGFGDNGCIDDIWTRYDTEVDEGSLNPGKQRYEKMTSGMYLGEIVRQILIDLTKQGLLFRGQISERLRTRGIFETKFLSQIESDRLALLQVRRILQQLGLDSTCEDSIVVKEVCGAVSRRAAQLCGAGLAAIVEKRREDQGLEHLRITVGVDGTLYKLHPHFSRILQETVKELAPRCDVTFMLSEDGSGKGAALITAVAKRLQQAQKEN
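Test system: recombinant HKDC1 (HK5) hexokinase enzyme, produced in-house; Amount: enzyme 5 µg/mL final; Buffer or medium: Tris pH 8.0 buffer with MgCl2, Tween-20, BSA, BME; Reagent: glucose and ATP substrates; Doses: 20 µM test compound, 1% DMSO; Incubation: 90 min reaction incubation at room temperature, dark; Detection: resorufin fluorescence at 613 nm.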
SENP7 inh = blocks the human protease SENP7. recombinant SENP7, Z-RLRGG-aminoluciferin luminescence, 40 min. AID 434973. inhibition, % at 5 µM. 330,000 compounds, 1.5% hits. Q9BQF6;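 active = inhibition above about 50% at the single test dose, limit read from the data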;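 note: plate controls were DMSO with enzyme for no effect and no enzyme buffer wells for full effect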
SENP8 block-2 = SENP8 protease inhibition | purified SENP8, Z-RLRGG-aminoluciferin cleavage, luminescence | Q96LD8 | inhibition, % at 10 µM | AID 2540 | 330,000 compounds, 1.2% hits; in the data active = inhibition above about 50%
Starred values were filed as active, the others as inactive; nt = not tested or not shown; & = joins results of further samples. Rows were taken by chance; any-hit rate near 4%.

SMILES	UBC13 inh	SENP6 inh	PfGluPho inh	SENP8 block-1	MIN6 prolif	SENP1 FRET inh	HKDC1 inh	SENP7 inh	SENP8 block-2
CCOC(=O)c1sc(NC(=S)NC(=O)c2ccccc2)c(C(=O)OCC)c1C	-28	-7	7	28	0	-1	-8	-2	-4
COc1ccc(NC2CCCN(C(=O)c3cc(C)nc4cc(F)ccc34)C2)cc1 (stereo not drawn)	-7	-8	-6	24	-5	3	3	-23	-14
Cc1ccc(C2NS(=O)(=O)N=C2N)cc1 (stereo not drawn)	0	1	-16	15	0	4	-7	8	4
O=C(Nc1cc(S(=O)(=O)N2CCCCC2)ccc1Oc1ccccc1)C1=COCCO1	-7	3	5	-1	-4	-4	1	-1	-2
O=C(Nc1ccccc1)N1CCN(Cc2ccccc2)CC1	-3	-4	-4	26	0	2	-1	2	-3
O=C1N[C@@H](Cc2ccccc2)C(=O)N2CCCC12 (stereo partly drawn)	nt	nt	3	9	nt	3	-8	8	nt
O=C1NC(=O)C(=Cc2ccccc2)N1	nt	nt	-9	10	nt	3	-1	nt	nt
COc1cccc(/C=C2/NC(=O)N(CC(=O)Nc3ccc(C)cc3)C2=O)c1OCc1cccc(C(=O)O)c1	0	-14	-17	-302	-3	5	-1	-1	2
COc1ccc(C(C#N)N2CCCCC2)cc1OC (stereo not drawn)	-16	-4	-15	3	-1	1	-2	11	-5
Cc1ccc2nc(SCC(=O)Nc3nonc3N)[nH]c2c1	6	6	-2	12	0	2	12	0	-2

An excerpt of these results, as labelled records:
COc1cccc(/C=C2/NC(=O)N(CC(=O)Nc3ccc(C)cc3)C2=O)c1OCc1cccc(C(=O)O)c1
  UBC13 inh = 0 | SENP6 inh = -14 | PfGluPho inh = -17 | SENP8 block-1 = -302 | MIN6 prolif = -3 | SENP1 FRET inh = 5 | HKDC1 inh = -1 | SENP7 inh = -1 | SENP8 block-2 = 2
COc1ccc(C(C#N)N2CCCCC2)cc1OC (stereo not drawn)
  UBC13 inh = -16 | SENP6 inh = -4 | PfGluPho inh = -15 | SENP8 block-1 = 3 | MIN6 prolif = -1 | SENP1 FRET inh = 1 | HKDC1 inh = -2 | SENP7 inh = 11 | SENP8 block-2 = -5

Some of these compounds in order of number of heavy atoms, ascending.
SMILES	UBC13 inh	SENP6 inh	PfGluPho inh	SENP8 block-1	MIN6 prolif	SENP1 FRET inh	HKDC1 inh	SENP7 inh	SENP8 block-2
O=C1NC(=O)C(=Cc2ccccc2)N1	nt	nt	-9	10	nt	3	-1	nt	nt
CCOC(=O)c1sc(NC(=S)NC(=O)c2ccccc2)c(C(=O)OCC)c1C	-28	-7	7	28	0	-1	-8	-2	-4
COc1cccc(/C=C2/NC(=O)N(CC(=O)Nc3ccc(C)cc3)C2=O)c1OCc1cccc(C(=O)O)c1	0	-14	-17	-302	-3	5	-1	-1	2

New compounds follow.
SMILES	UBC13 inh	SENP6 inh	PfGluPho inh	SENP8 block-1	MIN6 prolif	SENP1 FRET inh	HKDC1 inh	SENP7 inh	SENP8 block-2
CCN(CC(=O)NCc1ccc(Cl)cc1)C(=O)C1CCN(S(=O)(=O)c2ccc(OC)c(OC)c2)CC1	11	-4	-30	5	-2	3	4	-7	-11
O=[N+]([O-])c1ccccc1Oc1ccc(C(F)(F)F)cn1	5	0	-4	2	0	1	-5	0	0
CCOC(=O)c1ccc(NC(c2ccc(N(C)C)cc2)P(=O)(OC(C)C)OC(C)C)cc1 (stereo not drawn)	2	10	9	10	-3	0	-3	-4	7
COc1ccc(/C=C/C(=O)NC(=S)Nc2ccc(C(=O)O)cc2)cc1	nt	nt	3	-7	nt	-4	-3	nt	nt
O=S(=O)(O)c1ccc(N=Nc2ccccc2)cc1	-1	67*	-14	26	-1	0	-2	51*	52*
CCCCn1c(N)c(N(CCC(C)C)C(=O)c2cccc(N3C(=O)c4ccccc4C3=O)c2)c(=O)[nH]c1=O	nt	nt	-13	-12	nt	-12	2	nt	nt
CC(Nc1ccc(Br)cc1)C(=O)Nc1cccc(S(=O)(=O)N2CCOCC2)c1 (stereo not drawn)	6	-8	15	2	-3	1	-1	5	-9
Cc1ccc(S(=O)(=O)N2CCOCC2)cc1C(=O)OCC(=O)NCCc1ccccc1	6	-7	-14	16	-2	2	4	-6	8
CC/C(C)=N/N1C(=O)c2ccccc2NC1(C)CC (stereo not drawn)	10	8	-17	-410	-1	-2	11	11	4
COCc1c(C(=O)NC(C)c2ccc(S(N)(=O)=O)cc2)oc2ccccc12 (stereo not drawn)	-4	-10	15	8	-2	4	-4	-3	-7
COc1ccc(OC)c(/C=C/C(=O)N(C)CC(=O)Nc2ccc(C)cc2)c1	5	-5	-6	-264	-1	-20	-3	10	0
COc1ccc(C(=O)Nc2ccc(Cc3ccncc3)cc2)cc1Br	4	-8	16	12	-2	1	-4	-3	3
CC(C)(C)OC(=O)NCc1ccc(CNC(=O)c2nc[nH]c2C(=O)NCc2ccccc2)cc1	-6	-1	17	8	-2	4	-1	-7	4
COc1cc(C(=O)N/N=C/c2ccc(OC(=O)c3ccccc3)c(OC)c2)ccc1O	-5	10	0	6	-6	1	-3	5	-1
CO/N=C/c1ccc(N2CCN(C(=O)c3cccc(C(F)(F)F)c3)CC2)c([N+](=O)[O-])c1	-16	-20	29	28	-4	0	2	-3	-15
Nc1c(N(CCC2=CCCCC2)C(=O)Cc2ccc(F)cc2)c(=O)[nH]c(=O)n1Cc1ccccc1	-8	-2	-9	1	-6	-1	2	4	5
COc1ccc(C2=NN(C(=O)c3ccc(Cl)c([N+](=O)[O-])c3)C(c3ccccc3)C2)cc1 (stereo not drawn)	-26	-20	2	32	-6	2	-5	-4	-16
CN(c1nnc(N)s1)C1CCCCC1	-17	10	8	12	-4	0	-7	7	-11
O=C(Nc1cccc(S(=O)(=O)N2CCOCC2)c1)c1cc(S(=O)(=O)N2CCOCC2)c(Cl)cc1Cl	nt	nt	-8	4	nt	0	-3	nt	nt
CC1CCN(CC(O)COCCOc2ccc(Br)cc2)CC1 (stereo not drawn)	11	-22	5	12	0	1	-4	3	0
O=C(CCCCCCCCN1C(=O)c2ccccc2C1=O)N1CCOCC1	-8	-5	-6	1	-1	2	-4	1	2
Cn1c(N)c(Br)c(-c2ccc(F)cc2)c(C#N)c1=O	4	8	-8	-15	-2	0	-2	-1	8
COc1ccccc1NC(=O)CCn1c(=O)c2cccn2c2ccccc21	1	-1	-17	1	0	-2	5	1	9
CCN1CCN(c2ncnc3scc(-c4ccc(C)c(C)c4)c23)CC1	-1	10	21	-3	0	-2	-4	-2	7
CC(C)(C)OC(=O)N1CCC(NC(=O)c2[nH]cnc2C(=O)Nc2cccc(Cl)c2)CC1	10	-16	11	-9	-7	2	0	1	-3
CCOc1ccc(S(=O)(=O)Nc2ccccc2C(=O)Nc2ccccc2N2CCOCC2)cc1	-7	-12	-17	-41	0	-13	0	-6	-6
CCOC(=O)C1(Cc2ccccc2)CCN(Cc2cc(OC)c3c(c2)OCO3)CC1	-8	-38	10	7	-4	-1	5	-4	-12
O=C(N/N=C/c1ccccc1C(=O)O)c1ccncc1	-2	18	-9	6	0	1	-5	6	-4
O=C(CSc1ccc2nnc(-c3ccccc3)n2n1)NCc1ccc2c(c1)OCO2	-9	2	50	-18	-1	2	6	-11	-13
O=C(Nc1nccs1)c1cccc(S(=O)(=O)N2CCCCC2)c1	-4	-11	-6	-1	-1	0	7	6	-5

Single records, from the list above:
Profile of O=C(CCCCCCCCN1C(=O)c2ccccc2C1=O)N1CCOCC1 : UBC13 inh = -8; SENP6 inh = -5; PfGluPho inh = -6; SENP8 block-1 = 1; MIN6 prolif = -1; SENP1 FRET inh = 2; HKDC1 inh = -4; SENP7 inh = 1; SENP8 block-2 = 2
Profile of CCOc1ccc(S(=O)(=O)Nc2ccccc2C(=O)Nc2ccccc2N2CCOCC2)cc1 : UBC13 inh = -7; SENP6 inh = -12; PfGluPho inh = -17; SENP8 block-1 = -41; MIN6 prolif = 0; SENP1 FRET inh = -13; HKDC1 inh = 0; SENP7 inh = -6; SENP8 block-2 = -6

(list continues)
SMILES	UBC13 inh	SENP6 inh	PfGluPho inh	SENP8 block-1	MIN6 prolif	SENP1 FRET inh	HKDC1 inh	SENP7 inh	SENP8 block-2
CCCC[n+]1c2ccccc2cc2ccccc21	-3	-8	54	-296	-5	-55	42*	7	5
COC(=O)C1=C(C(=O)OC)[C@@H]2N(Cc3ccccc3)c3ccccc3[C@@]23C[C@@H](C(=O)OC)N(C(=O)NC2CCCCC2)C3=N1	-17	1	9	14	-6	-2	-4	3	4
CCSCCOC(=O)C1=C(C)N(C)C(=O)NC1c1cc(OC)ccc1OC (stereo not drawn)	-2	-9	-5	9	-2	1	0	1	-6
Cc1cc(C(=O)OCC(=O)Nc2nccs2)c2ccccc2n1	7	-4	9	5	3	1	-1	-2	-1
NC(=O)N1c2ccccc2C=Cc2ccccc21	2&-3	-6&0	6&-13	12&-12	-5&-2	0&2	-1&-2	6&6	4&-3
COc1cc(C(=O)OCC(=O)N2CCN(C(C)=O)CC2)ccc1OCC(C)C	3	-8	-13	10	-3	1	1	-6	3
Cc1csc(NC(=O)c2cc[n+]([O-])cc2)n1	-9	11	10	4	1	0	-6	6	2
COc1ccc2c(c1)C(=O)N(CCc1ccc(S(=O)(=O)NC(=O)NC3CCCCC3)cc1)C(=O)C2(C)C	-4	-2	-23	-32	5	-1	0	-8	2
COc1ccc(OC)c(NC(=O)CCN2CC(C)CC(C)C2)c1 (stereo not drawn)	-3	6	-11	19	-1	1	9	8	-5
O=C(CN1C(=O)COc2ccccc21)NCCN1CCC(Cc2ccccc2)CC1	8	-4	-9	19	-2	-1	-9	-6	2
CC(C)NC(=O)CSCc1cccc(Br)c1	2	-1	17	14	-2	2	-10	-12	-1
CCC/C=N/NC(=O)c1cccc(Br)c1	3	3	1	10	-2	3	0	1	0
Cc1ccc(NC(=O)CN2C(=O)C3CC=CCC3C2=O)cc1S(=O)(=O)N1CCOCC1 (stereo not drawn)	4	9	11	1	-2	0	-5	-5	-3
CC(C)OCCCNC(=O)NC12CC3CC(CC(C3)C1)C2	1	-9	-18	21	-2	1	-2	7	0
COCCNC(=O)c1ccc(-c2csc(C)n2)cc1	-1	-7	-5	1	-2	2	-5	-9	-11
CC1=NNC(=O)C1CCC(=O)N/N=C/c1c(Cl)cccc1Cl (stereo not drawn)	0	-17	-6	7	-1	1	-14	-6	-10
CCN(CCn1cccn1)C(=O)CC1C(=O)NCCN1Cc1ccc(OC)c(OC)c1 (stereo not drawn)	-3	-21	-8	14	0	1	11	0	-2
O=C(Oc1ccc(NC2=C(Cl)C(=O)c3ccccc3C2=O)cc1)c1ccc([N+](=O)[O-])cc1	nt	nt	-2	36	nt	7	-1	nt	nt

As entered above:
In SENP6 inh, `COc1ccccc1NC(=O)CCn1c(=O)c2cccn2c2ccccc21` reads -1
In HKDC1 inh, `CC1=NNC(=O)C1CCC(=O)N/N=C/c1c(Cl)cccc1Cl` (stereo not drawn) reads -14
